Screening results as filed in PubChem BioAssay.
BAZ2B inh = qHTS Assay for Inhibitors of BAZ2B | 360,000 tested, 4.4% active | Potency, µM (series often up to 114 µM), inactives show at the top dose activity change, negative = inhibition, usual class: inhibitors | AlphaScreen BAZ2B-H3K14Ac peptide displacement; also: potency is read from the fitted curve at half-maximal effect; % is scaled to controls: 0 for no effect and ±100 for the full control effect; nearly all actives have a fitted effect of over 60% in size
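Protein-peptide AlphaScreen: BAZ2B 50 nM, b-H3K14Ac 50 nM, 1x PBS pH 7.4 + 0.01% Tween-20. Preincubation 30 min RT; cpd 30 min RT (top 110 uM); beads 20 min RT, light-protected.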
PGK inhibitor = qHTS Assay to Find Inhibitors of Phosphoglycerate Kinase | PGK/GAPDH coupled, Kinase-Glo luminescence, 60 min | Potency, µM (highest dose often 57.5 µM), without a hit: top-dose activity change, negative = inhibition, most hits filed as inhibitors | 380,000 tested, 0.043% active; also: potency is read from the fitted curve at half-maximal effect; % is scaled to controls: 0 for no effect and ±100 for the full control effect; nearly all actives have a fitted effect of over 60% in size
Target sequence (P07378 whole entry, looked up): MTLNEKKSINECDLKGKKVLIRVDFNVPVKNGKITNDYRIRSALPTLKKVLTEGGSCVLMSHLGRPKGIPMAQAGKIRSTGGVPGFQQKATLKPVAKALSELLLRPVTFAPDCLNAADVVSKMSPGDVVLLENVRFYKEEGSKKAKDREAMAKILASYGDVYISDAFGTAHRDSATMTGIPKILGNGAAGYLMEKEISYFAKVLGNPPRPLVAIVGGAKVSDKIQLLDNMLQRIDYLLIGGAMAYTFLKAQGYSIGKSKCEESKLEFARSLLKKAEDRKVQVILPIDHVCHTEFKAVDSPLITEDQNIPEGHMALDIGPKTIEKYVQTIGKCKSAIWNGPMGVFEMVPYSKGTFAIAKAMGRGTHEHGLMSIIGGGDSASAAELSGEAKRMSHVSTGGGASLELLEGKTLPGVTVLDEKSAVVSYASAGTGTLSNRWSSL
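Luminescent ATP detection (Kinase-Glo Plus) follows a 60-minute room-temperature incubation, with wells lacking PGK as controls. Buffer: 100 mM TEA (pH 7.6), 5 mM MgCl2, 0.01% Tween-20. Coupling enzyme GAPDH (100 nM final) supplies unstable 1,3-BPG in-well.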
Pin1 inhibitor = qHTS Assay to Find Inhibitors of Pin1 | 390,000 tested, 0.009% active | Peptidyl-prolyl cis-trans isomerase NIMA-interacting 1 (Homo sapiens), Q13526 | Pin1 FP peptide displacement, HiFluor488, 10 min | AID 504891, 2011 | Potency, µM (doses to about 115 µM), without a hit: top-dose activity, negative = inhibition, most hits filed as inhibitors; active = well fitted inhibition curve with a large enough effect in the polarisation, with a control signal flat, not every such curve was filed as active; inconclusive = small, poorly fitted or top-dose-only effect, or effect the other way, or a change in a side signal; inactive = no such curve, though single readings can be large or run the other way; the % refers to the polarisation; also: potency is read from the fitted curve at half-maximal effect; % is scaled to controls: 0 for no effect and ±100 for the full control effect
Target sequence (Q13526 whole entry, looked up): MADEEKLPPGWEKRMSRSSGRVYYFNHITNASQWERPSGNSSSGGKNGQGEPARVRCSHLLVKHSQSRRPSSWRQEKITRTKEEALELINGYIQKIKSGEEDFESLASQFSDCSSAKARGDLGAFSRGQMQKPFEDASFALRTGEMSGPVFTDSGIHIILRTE
ERG Ets-DNA blk = qHTS for Small Molecule Inhibitors of the ERG Ets/DNA interaction. fluorescence polarization, His-ERG Ets domain / labelled DNA. Potency, µM (top dose mostly 76.9 µM), without a hit: at the highest dose FP activity, negative = inhibition, most hits filed as inhibitors. 370,000 tested, 0.028% active; active = well fitted inhibition curve with a large enough effect in the polarisation, with a control signal flat; inconclusive = small, poorly fitted or top-dose-only effect, or effect the other way, or a change in a side signal; inactive = no such curve, though single readings can be large or run the other way; the % refers to the polarisation;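 also: polarization taken with two DNA probes labelled with fluorescein and Texas red; potency is read from the fitted curve at half-maximal effect; % of control where 0% means no effect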
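His-tagged ERG Ets domain (1 uM in the protein solution; 300mM KCl, 50mM Tris-HCl, 1mM EDTA, 1mM DTT, pH 7.5) received compound, then a probe mix of 5 nM fluorescein-DNA and 100nM Texas-615-DNA. Fluorescence polarization was read for both dyes.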
GLS inhibitor = qHTS for Inhibitors of Glutaminase (GLS); Glutaminase kidney isoform, mitochondrial (Homo sapiens), O94925; GLS enzymatic activity, qHTS titration; Potency, µM (titrated, usually from 45.5 µM), without a hit: at the highest dose activity change, negative = inhibition, actives largely listed as inhibitors; 410,000 tested, 0.21% active; AID 624170, 2012; also: potency is read from the fitted curve at half-maximal effect; % is scaled to controls: 0 for no effect and ±100 for the full control effect
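hKGA in 45 mM KH2PO4 (pH 8.2), 0.02% Tween-20 with compound, then 1mM L-Glutamine (stock as added) plus glutamate oxidase/HRP/Amplex red coupling mix. Fluorescence read initially and after 30 min at RT; signal change reflects glutamate formation.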
HP1b binding inh = HTS for Inhibitors of HP1-beta Chromodomain Interactions with Methylated Histone Tails | Chromobox protein homolog 1 (Homo sapiens), P83916 | AlphaScreen HP1-beta / biotin-H3K9me3 peptide binding | Potency, µM (top dose mostly 114 µM), inactives show at the highest dose activity change, negative = inhibition, actives largely listed as inhibitors | 390,000 tested, 0.56% active | AID 540317, 2011; also: potency is read from the fitted curve at half-maximal effect; nearly all actives have a fitted effect of over 70% in size; inactives centre near 23
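HP1-beta protein (50 nM final) preincubated 30 min at room temperature with biotinylated H3(1-18)K9me3 peptide (50 nM) in PBS pH 7.4, 0.01% Tween-20, then compound added for 30 min. AlphaScreen streptavidin donor/nickel chelate acceptor beads (10 ug/mL final), 30 min dark, luminescence read.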
G9a inh = qHTS Assay for Inhibitors of Histone Lysine Methyltransferase G9a. Histone-lysine N-methyltransferase EHMT2 (Homo sapiens), Q96KQ7. G9a H3K9 monomethylation, AlphaScreen, 2 h. Potency, µM (top dose mostly 102 µM), inactives show at the highest dose activity, negative = inhibition, actives largely listed as inhibitors. 350,000 tested, 8.8% active. AID 504332, 2011; also: potency is read from the fitted curve at half-maximal effect; % is scaled to controls: 0 for no effect and ±100 for the full control effect; nearly all actives have a fitted effect of over 75% in size
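Methyltransferase reactions run at room temperature for 2 h (20 nM enzyme, 500 nM biotin-H3K9 peptide, 20 uM SAM) after a 15 min compound preincubation; product detected by AlphaScreen beads and anti-H3K9me1 antibody.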
JMJD2A Tudor inh = qHTS Assay for Inhibitors of JMJD2A-Tudor Domain | AlphaScreen JMJD2A-Tudor / H3K4me3 peptide binding | 390,000 tested, 4.4% active | Potency, µM (titrated, usually from 114 µM), without a hit: at the top dose activity change, negative = inhibition, hits mostly inhibitors | Lysine-specific demethylase 4A (Homo sapiens), O75164 | AID 504339, 2011; also: potency is read from the fitted curve at half-maximal effect; % is scaled to controls: 0 for no effect and ±100 for the full control effect; nearly all actives have a fitted effect of over 50% in size
PI4K2A block = qHTS for small molecular inhibitors of PI4K2A; Phosphatidylinositol 4-kinase type 2-alpha (Homo sapiens), Q9BTU6; purified PI4K2A, ADP-Glo luminescence, 1 h; active compounds read low; activity change, negative = inhibition, % at 76.9 µM; 420,000 tested, 0.13% active; AID 1346378, 2018; in the data active = activity change below about -50%; inconclusive = mostly about -30% to -49%;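 also: -100% = wells without enzyme as full effect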
Target sequence (Q9BTU6 whole entry, looked up): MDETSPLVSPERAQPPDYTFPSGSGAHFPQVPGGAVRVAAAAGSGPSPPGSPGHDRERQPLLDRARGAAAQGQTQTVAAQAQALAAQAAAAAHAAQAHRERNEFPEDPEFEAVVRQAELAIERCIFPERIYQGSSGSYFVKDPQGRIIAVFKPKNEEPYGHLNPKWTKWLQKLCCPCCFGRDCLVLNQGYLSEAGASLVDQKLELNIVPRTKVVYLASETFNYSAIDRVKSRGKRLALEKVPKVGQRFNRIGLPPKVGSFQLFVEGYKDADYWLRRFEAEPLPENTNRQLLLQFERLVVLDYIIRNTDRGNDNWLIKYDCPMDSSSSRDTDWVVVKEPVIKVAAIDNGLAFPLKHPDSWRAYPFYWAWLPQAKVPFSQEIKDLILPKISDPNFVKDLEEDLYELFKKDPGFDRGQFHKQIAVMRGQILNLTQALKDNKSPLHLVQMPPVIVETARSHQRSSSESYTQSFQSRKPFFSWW
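PI4K2A activity was measured by ADP-Glo luminescence: enzyme (4 ug/mL stock) and phosphatidylinositol (1.2 mM stock) in Tris pH 7.5/MgCl2/EGTA/Triton X-100 buffer were reacted with ATP (300 microM stock) for one hour at ambient temperature.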
Active calls of the source: *; & = joins results of further samples; [ ] = dose if it differs, or a comment. Unless noted, calls follow the shape of the dose curve; as a rule, active = well fitted curve in the direction sought with a large enough effect; inconclusive = small, poorly fitted or top-dose-only effect, or another doubt; inactive = no such curve, though single readings can be large; an effect the other way counts as inactive or inconclusive. This is a random part of the collection; 11% or so of the library scored in one or more.

For NC(=O)CSc1nnc(NC(=O)c2cccc(S(=O)(=O)N3CCCCC3)c2)s1 the results were BAZ2B inh -1%, PGK inhibitor -6%, Pin1 inhibitor -9%, ERG Ets-DNA blk 59%[activator], GLS inhibitor -8%, HP1b binding inh inconclusive, G9a inh inconclusive, JMJD2A Tudor inh -13% and PI4K2A block -3.
Screening CS(=O)(=O)N(Cc1ccccc1Cl)c1ccc(C(=O)NCc2ccccn2)cc1 returned BAZ2B inh -33%, PGK inhibitor inactive, Pin1 inhibitor -5%, ERG Ets-DNA blk -8%, GLS inhibitor 1%, HP1b binding inh 31%, G9a inh 28%[59 µM], JMJD2A Tudor inh -25% and PI4K2A block 1.
For Cc1cccc(OC(=O)c2sc3ncn(C)c(=O)c3c2C)c1 the results were BAZ2B inh 0%, PGK inhibitor -4%, Pin1 inhibitor 1%, ERG Ets-DNA blk -6%, GLS inhibitor -19%, HP1b binding inh 18%, G9a inh 20%[59 µM], JMJD2A Tudor inh 1% and PI4K2A block 3.
Screening Cc1cc(C)nc(/N=C(\N)Nc2ccc(OCc3ccccc3)cc2)n1 returned BAZ2B inh -19%, PGK inhibitor -1%, Pin1 inhibitor 3%, ERG Ets-DNA blk -1%, GLS inhibitor 0%, HP1b binding inh 9%, G9a inh -31%, JMJD2A Tudor inh -34% and PI4K2A block -3.
For CCc1ccc(Cn2nnc3c(=O)[nH]c(C4CCCN(C(=O)c5cccc(Cl)c5)C4)nc32)cc1 (stereo unspecified) the results were BAZ2B inh -17%, Pin1 inhibitor 2%, ERG Ets-DNA blk -2%, GLS inhibitor 9%, HP1b binding inh 16%, G9a inh -34%[59 µM], JMJD2A Tudor inh inconclusive and PI4K2A block 2.
For COc1ccc(N2CCOCC2)c(NC(=O)c2ccc3c(c2)OCO3)c1 the results were BAZ2B inh -7%, PGK inhibitor inactive, Pin1 inhibitor -9%, ERG Ets-DNA blk 4%, GLS inhibitor -4%, HP1b binding inh -18%, G9a inh -9%, JMJD2A Tudor inh -2% and PI4K2A block -1.
Cn1nnnc1Sc1ncnc2scc(-c3ccc(C#N)cc3)c12 was read as BAZ2B inh 3%, PGK inhibitor 0%, Pin1 inhibitor 1%&-2%, GLS inhibitor -1%, HP1b binding inh 36%, G9a inh 7%[0.501 µM], JMJD2A Tudor inh -5%&-3% and PI4K2A block 7.
For CCCNC(=O)C(Cc1ccc(OC)cc1)NC(=O)c1ccc(Cl)cc1 (stereo unspecified) the results were BAZ2B inh 5%, PGK inhibitor 5%, Pin1 inhibitor 0%, ERG Ets-DNA blk 0%, GLS inhibitor 0%, HP1b binding inh 39%[activator], G9a inh -8%[2.33 µM], JMJD2A Tudor inh -14% and PI4K2A block -1.
Cc1ccc(N2CC(C(=O)N3CCC(C(=O)NCCCOC(C)C)CC3)CC2=O)cc1 (stereo unspecified) was read as BAZ2B inh 0%, PGK inhibitor 0%, Pin1 inhibitor 1%, ERG Ets-DNA blk -2%, GLS inhibitor -3%, HP1b binding inh 51%[activator], G9a inh 21%, JMJD2A Tudor inh -2% and PI4K2A block 2.
For CC(=O)NC1CCCC(NC(C)=O)C1 (stereo unspecified) the results were PGK inhibitor 10%, Pin1 inhibitor 1%, ERG Ets-DNA blk -1%, GLS inhibitor 1%, HP1b binding inh 17%, JMJD2A Tudor inh -1% and PI4K2A block -5.
`CCOc1cc(S(=O)(=O)NCCCN2CCOCC2)c(C)cc1C` gave BAZ2B inh 0%, PGK inhibitor 4%, Pin1 inhibitor -3%, ERG Ets-DNA blk 7%, GLS inhibitor 5%, HP1b binding inh 32%, G9a inh inconclusive, JMJD2A Tudor inh -1% and PI4K2A block 3.
COc1cccc(C(=O)N(c2ccc(OC)cc2OC)C2C=CS(=O)(=O)C2)c1 (stereo unspecified) was read as BAZ2B inh -3%, Pin1 inhibitor -1%, GLS inhibitor 10%, HP1b binding inh 29%, G9a inh 13%[59 µM], JMJD2A Tudor inh -5% and PI4K2A block 0.
Screening COCCNC(=O)C(c1ccc(C)o1)N(Cc1ccco1)C(=O)c1snc(C(N)=O)c1N (stereo unspecified) returned BAZ2B inh 9%, PGK inhibitor -9%, Pin1 inhibitor 17%, ERG Ets-DNA blk -8%, GLS inhibitor 5%, HP1b binding inh 41%, G9a inh inconclusive, JMJD2A Tudor inh -23% and PI4K2A block 4.
`O=C(Nc1ccc(F)cc1)Nc1nnc(COc2ccccc2F)s1` gave BAZ2B inh -14%, PGK inhibitor 6%, Pin1 inhibitor 10%, ERG Ets-DNA blk 2%, GLS inhibitor 5%, HP1b binding inh 31%, G9a inh 6%, JMJD2A Tudor inh 4% and PI4K2A block -17.
`Cc1cc(C)n(-c2nnc(C)n2N)n1` gave BAZ2B inh -14%, PGK inhibitor -1%, Pin1 inhibitor -5%, ERG Ets-DNA blk 0%, GLS inhibitor 3%, HP1b binding inh 6%, G9a inh 50µM*, JMJD2A Tudor inh inconclusive and PI4K2A block 15.
`O=S(=O)(c1ccc(Cl)cc1)N1CCNCC1` gave PGK inhibitor -7%, Pin1 inhibitor -8%, ERG Ets-DNA blk -1%, GLS inhibitor 5%, HP1b binding inh 29%, G9a inh 33%, JMJD2A Tudor inh -13% and PI4K2A block -1.
`COc1ccc(Cc2noc(-c3ccc([N+](=O)[O-])cc3)n2)cc1OC` gave BAZ2B inh -31%, PGK inhibitor inactive, Pin1 inhibitor 0%, ERG Ets-DNA blk -21%, GLS inhibitor -10%, HP1b binding inh 17%, JMJD2A Tudor inh -25% and PI4K2A block 5.
For Cc1nc(NC(=O)COC(=O)CNC(=O)c2ccco2)c(Cl)cc1Cl the results were PGK inhibitor -1%, Pin1 inhibitor 4%, ERG Ets-DNA blk -12%, GLS inhibitor 1%, HP1b binding inh 16%, JMJD2A Tudor inh -14% and PI4K2A block -4.
CCc1cc(C(=O)OC)c(NC(=O)c2ccoc2C)s1 was read as BAZ2B inh -15%, PGK inhibitor 0%, Pin1 inhibitor -4%, ERG Ets-DNA blk 3%, GLS inhibitor 3%, HP1b binding inh 12%, G9a inh -5%, JMJD2A Tudor inh 4% and PI4K2A block 5.
Screening CCOC(=O)N1CCN(C(=O)CS(=O)(=O)c2cn(Cc3ccc(F)cc3)c3ccccc23)CC1 returned BAZ2B inh 0%, PGK inhibitor -1%, Pin1 inhibitor 0%, ERG Ets-DNA blk -1%, GLS inhibitor 3%, HP1b binding inh 50%[activator], G9a inh inconclusive, JMJD2A Tudor inh -7% and PI4K2A block -4.
For Cc1cc(NC(=O)CSc2ncccn2)no1 the results were BAZ2B inh -8%, PGK inhibitor -7%[11.5 µM], Pin1 inhibitor -6%, GLS inhibitor 7%, HP1b binding inh 3%, G9a inh inconclusive, JMJD2A Tudor inh inconclusive and PI4K2A block 1.
`CCC1CCCCN1Cc1cn2c(-c3ccc(Br)cc3)nnc2s1` (stereo unspecified) gave BAZ2B inh -1%, PGK inhibitor -4%, Pin1 inhibitor 15%, ERG Ets-DNA blk 5%, GLS inhibitor -1%, HP1b binding inh 35%[57 µM], G9a inh -30%[59 µM], JMJD2A Tudor inh -2% and PI4K2A block -1.
`Cc1cc(C(=O)N2CCCCCC2)cs1` gave BAZ2B inh -3%, PGK inhibitor -7%, Pin1 inhibitor -6%, ERG Ets-DNA blk 13%, GLS inhibitor 6%, HP1b binding inh 20%, G9a inh 27%[59 µM], JMJD2A Tudor inh -10% and PI4K2A block -1.
Screening O=C(Cc1ccc(F)cc1)NCCc1csc2nc(-c3ccccc3F)nn12 returned BAZ2B inh 5%, PGK inhibitor -2%, Pin1 inhibitor -2%, ERG Ets-DNA blk -3%, GLS inhibitor 4%, HP1b binding inh 20%[57 µM], G9a inh 1%[59 µM], JMJD2A Tudor inh 5% and PI4K2A block 2.
`COc1ccc(-n2c(SCC(=O)C(C)(C)C)nc3ccsc3c2=O)cc1` gave BAZ2B inh -1%, PGK inhibitor 0%, Pin1 inhibitor -6%, ERG Ets-DNA blk -5%, GLS inhibitor -21%, HP1b binding inh 14%, G9a inh -24%, JMJD2A Tudor inh -1% and PI4K2A block -10.
CC1CC(=O)c2cnc(N)nc2C1 (stereo unspecified) was read as BAZ2B inh -31%, PGK inhibitor -5%, Pin1 inhibitor -2%, ERG Ets-DNA blk -3%, GLS inhibitor 0%, HP1b binding inh 7%, G9a inh 10%, JMJD2A Tudor inh 1% and PI4K2A block -4.
For O=C(CCCOc1ccccc1)Nc1ccncc1 the results were BAZ2B inh inconclusive, PGK inhibitor 2%, Pin1 inhibitor 0%, ERG Ets-DNA blk -13%, GLS inhibitor 2%, HP1b binding inh 13%, G9a inh -6%[59 µM], JMJD2A Tudor inh -10% and PI4K2A block 11.
`O=C(COC(=O)c1ccc(Cl)c(S(=O)(=O)N2CCOCC2)c1)NCc1ccco1` gave BAZ2B inh -6%, PGK inhibitor inactive, Pin1 inhibitor -1%, ERG Ets-DNA blk -2%, GLS inhibitor -3%, HP1b binding inh 1%, G9a inh -43%, JMJD2A Tudor inh -9% and PI4K2A block -4.
